DSG3 Ab inh: inhibitors of pemphigus antibody binding to human desmoglein-3 | hit rate 0.48% among 310,000 | DSG3-coupled beads, scFv-anti-DSG3-GFP binding, flow cytometry; hits give low values | AID 588358 | binding (percent of control), % at 10 µM;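 active = binding more than 3 SD below its plate's average and above zero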;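 also: hits lower antibody fragment binding to DSG3; some compounds called inactive have numbers as strong as hits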
RTF Ca sens inh: cardiac RTF calcium desensitization; hit rate 0.12% among 340,000; IANBD-labeled cardiac RTF, Ca2+ fluorescence; inhibition, % at 7.15 µM; P19429+P45379;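 active = inhibition above the mean inhibition of all tested compounds plus 3 SD, cut at about 17% in these data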;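 also: assay run at fixed EC70 calcium of 1.6 mM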
Keap1-Nrf2 PPI: disrupts human Keap1 binding to Nrf2 peptide. Keap1 Kelch-Nrf2 peptide fluorescence polarization, 1536-well. hit rate 0.15% among 340,000. inhibition, % at 9.4 µM. AID 504523. Q14145; in the data active = inhibition above about 12%;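 also: human Keap1 Kelch domain with fluorescein labeled Nrf2 9mer peptide probe; 0% = neutral control wells and 100% = peptide positive control; higher means more block of Keap1 binding to Nrf2 peptide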
C-LANA FP: blocks KSHV LANA C-terminal domain binding to DNA; MBP-C-LANA/FAM-LBS DNA binding, fluorescence polarization; inhibition, % at 9 µM; hit rate 0.078% among 340,000;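 active = highest replicate inhibition at or above 60% at 9 µM, even if other replicates fall short; inactive = all replicates below 60% inhibition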;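 also: 0% = neutral control wells and 100% = 4 µM acridine orange control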
DAGLB inhibitor: diacylglycerol lipase beta (human) inhibition. HEK293T DAGLB membrane lysate, EnzChek fluorogenic substrate. inhibition, % at 5.17 µM. hit rate 0.059% among 340,000; in the data active = inhibition above about 34%;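 also: 0% = enzyme with vehicle and 100% = wells lacking enzyme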
Target sequence (Q8NCG7 whole entry, looked up): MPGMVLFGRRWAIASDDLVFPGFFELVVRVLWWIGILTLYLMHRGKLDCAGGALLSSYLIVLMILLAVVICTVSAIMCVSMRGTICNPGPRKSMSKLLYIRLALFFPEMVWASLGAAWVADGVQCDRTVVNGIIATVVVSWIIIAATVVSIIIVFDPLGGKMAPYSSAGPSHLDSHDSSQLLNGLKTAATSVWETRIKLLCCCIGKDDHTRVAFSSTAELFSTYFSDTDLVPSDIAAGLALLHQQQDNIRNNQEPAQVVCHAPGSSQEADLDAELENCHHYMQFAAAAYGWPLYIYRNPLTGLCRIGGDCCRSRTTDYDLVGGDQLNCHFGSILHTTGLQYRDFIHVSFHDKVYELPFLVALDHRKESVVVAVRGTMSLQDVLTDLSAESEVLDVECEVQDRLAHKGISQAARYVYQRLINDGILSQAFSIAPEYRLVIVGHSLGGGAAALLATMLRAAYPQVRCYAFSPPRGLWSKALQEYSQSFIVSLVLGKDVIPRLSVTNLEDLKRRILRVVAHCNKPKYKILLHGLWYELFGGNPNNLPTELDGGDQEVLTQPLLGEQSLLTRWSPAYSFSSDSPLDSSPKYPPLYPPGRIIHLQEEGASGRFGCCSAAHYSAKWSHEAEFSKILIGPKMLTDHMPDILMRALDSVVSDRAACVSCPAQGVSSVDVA
V-ATPase pHluor: regulators of yeast V-ATPase proton transport; hit rate 0.37% among 350,000; response, % at 10 µM; AID 504577; S. cerevisiae, pHLuorin cytosolic pH fluorescence; in the data active = response mostly above about 7.3%, no sharp cut-off; inactive = mostly below about 5.4%; also: actives read high; inactives centre near 0; some compounds called inactive have numbers as strong as hits; reference of the scale not given here
NSD2 HMT inh: inhibitors of human histone methyltransferase NSD2; O96028; NSD2 peptide methylation, AlphaScreen, 120 min; inhibition, % at 12.5 µM; hit rate 0.54% among 310,000; AID 743445; in the data active = inhibition above about 50%
CAL PDZ FP-1: blocks peptide binding to the human CAL PDZ domain; Q9HD26; purified CAL PDZ, TMR-peptide fluorescence polarization, 1 h; inhibition, % at 24.9 µM; hit rate 0.92% among 300,000; AID 602252;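 active = mean inhibition of at least 30% with at least half of replicates also reaching 30%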;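 also: 0% = DMSO neutral control and 100% = excess unlabeled competitor peptide PRC23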
Arr AP2 block: human beta-arrestin and AP2 interaction inhibition | FITC-arrestin peptide / GST-AP2 beads, flow cytometry; AP2 beta2 appendage carries R879A mutation | inhibition, % at 10 µM | hit rate 0.31% among 340,000;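 active = inhibition above a set limit, near 3 SD of compounds lacking own fluorescence, cut at about 54% in these data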;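 also: plate controls were DMSO wells for no effect and 5 µM unlabelled arrestin peptide for full effect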
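System: GST-AP2 R879A glutathione beads. Medium: PBS with 0.05% Tween 20 and 0.1% BSA. Also added: FITC-arrestin peptide, 50 nM. Incubation: 12 min plus 1 h, RT. Measured by: high-throughput flow cytometry of beads, ex 488, em 535 nm. Evaluation: percent drop in bead-associated FITC signal.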
CAL PDZ FP-2: human CAL PDZ-peptide interaction inhibition; purified CAL PDZ, TMR-peptide fluorescence polarization, 1 h; inhibition, % at 20 µM; hit rate 0.02% among 330,000; AID 504414;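 active = highest replicate inhibition of at least 40%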;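 also: plate controls were DMSO neutral control wells for no effect and unlabeled competitor peptide control wells for full effect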
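Assay system – tagged CAL PDZ protein CerCALP, purified · Timing – 1 h at RT · Compound – single point, 20 µM · Measured by – fluorescence polarization from S- and P-plane intensities, G-factor corrected · Evaluation – inhibition from polarization loss · Probe or stimulus – TMR reporter peptide T*-PRC34 · Buffer or medium – pH 7.4 phosphate-saline buffer, reducing agent, detergent, IgG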
Active calls of the source: *; . = no result given.

Every second line gives: DSG3 Ab inh | RTF Ca sens inh | Keap1-Nrf2 PPI | C-LANA FP | DAGLB inhibitor | V-ATPase pHluor | NSD2 HMT inh | CAL PDZ FP-1 | Arr AP2 block | CAL PDZ FP-2
1. CC1CCCN(CCCNC(=O)c2nn(C)c3c2CSc2ccccc2-3)C1 (stereo not given)
  106 | 0 | -5 | -1.3 | 0 | -2 | 9 | -1 | -7 | -1.8
2. Cc1ccc2c(CN3C(=O)NC(C)(c4ccc5c(c4)OCO5)C3=O)cc(=O)oc2c1 (stereo not given)
  97 | -1 | -5 | -0.4 | 2 | -5 | 1 | . | 10 | -3.4
3. CC(C)(C)[C@H]1COC(=O)[C@H](Cc2ccc(F)cc2)CC/C=C/C[C@@H](CC(=O)N[C@H](CO)Cc2ccccc2)C(=O)N1
  96 | 6 | -1 | -2.7 | -2 | -1 | . | -1 | 11 | -1.4
4. CCc1cc(=O)[nH]c(SCC(=O)N2CCC(Cc3ccccc3)CC2)n1
  107 | 7 | -2 | -3.0 | -2 | 2 | 1 | -7 | -11 | -0.9
5. COc1cc(C#Cc2c(C=O)n(C)c3ccccc23)cc(OC)c1
  94 | -12 | 30* | 12 | 0 | -3 | . | 4 | 3 | 1.0
6. COCC(=O)NCc1nc2ccccc2n1Cc1ccccc1F
  . | -13 | 0 | 0.7 | -1 | 1 | . | -3 | -3 | -0.5
7. COc1ccc(CC(NC(C)=O)C(=O)NC2CCN(c3nc(C)cc(C)c3C#N)CC2)cc1OC (stereo not given)
  98 | -4 | -1 | -0.7 | 2 | -4 | 8 | . | 11 | -0.5
8. CCN(C(=O)COC(=O)c1ccc([N+](=O)[O-])o1)C1CCCCC1
  90 | 0 | 1 | -0.8 | -1 | 4 | 69* | 125* | -1 | 0.9
9. COc1ccc(OC)c(S(=O)(=O)NC2CCCCNC2=O)c1 (stereo not given)
  99 | 1 | 3 | 0.1 | -1 | 3 | 1 | -1 | 2 | -0.7
10. Cc1ccc(S(=O)(=O)CC(=O)NC2CC2)cc1
  . | -4 | -5 | -1.7 | 0 | -2 | 12 | -6 | -1 | -0.6
11. CN(Cc1cn[nH]c1-c1cc2ccccc2o1)CC1CCOCC1
  100 | -2 | -5 | -0.1 | 2 | -2 | -7 | 0 | 10 | -0.3
12. CCn1c(CSCc2ccccc2)n[nH]c1=S
  101 | -6 | -4 | -0.8 | 2 | 1 | 3 | -4 | -12 | -0.6
13. O=C1c2ccccc2C(O)N1c1ccc(Cl)cc1 (stereo not given)
  79 | -3 | 1 | -0.9 | -1 | -1 | . | . | -2 | -0.8
14. COc1ccc(CCN(C(=O)c2cccc(F)c2)C2CC(=O)N(c3ccc(OC)cc3)C2=O)cc1 (stereo not given)
  110 | -3 | -4 | -0.8 | -1 | 2 | 0 | -5 | -3 | -0.6
15. COc1ccc(S(=O)(=O)NCc2cccnc2)cc1
  102 | -8 | -5 | 1.3 | -1 | -4 | 1 | -4 | 46 | -0.2
16. COC(=O)c1c(NC(=O)c2ccco2)sc(C(=O)Nc2ccc(F)cc2)c1C
  96 | -23 | -3 | -1.5 | 1 | 5 | 25 | -10 | 1 | -1.2
17. COc1cc(/C=C(/C#N)C(=O)Nc2ccccc2)ccc1OCc1ccc(C(=O)O)cc1
  84 | 3 | 5 | 0.5 | 2 | -1 | 1 | -12 | 1 | -5.7
18. COc1ccc(CN(C)CC(=O)Nc2ccccc2C(=O)NC2CC2)cc1
  97 | -3 | -3 | -0.2 | -1 | -6 | 0 | 1 | -3 | -1.9
19. Cc1cc(N2CC(C(=O)Nc3nccs3)CC2=O)ccc1C(C)C (stereo not given)
  109 | -8 | 9 | 2.1 | -1 | 0 | 1 | 3 | 25 | -3.4
20. CCN(C(=O)CSc1nnc(-c2ccccc2Br)o1)C1CCS(=O)(=O)C1 (stereo not given)
  102 | -5 | -1 | -2.5 | 1 | 4 | -1 | -5 | 14 | -0.2
21. O=C(Nc1ccc(S(=O)(=O)NC2=NCCCCC2)cc1)C1COc2ccccc2O1 (stereo not given)
  90 | -15 | 4 | 0.0 | 0 | 0 | 3 | 10 | -3 | -1.8
22. C=CCNC(=S)NNC(=O)c1cccnc1
  93 | 1 | 0 | 0.4 | -1 | 1 | -1 | -4 | 40 | 0.6
23. C=CCc1c(C)nc2ccc(C(=O)OCC)cc2c1Cl
  96 | -4 | -3 | -0.5 | -12 | -3 | -1 | 3 | -11 | -2.0
24. C/C(Cc1ccccc1)=N\NC(=O)CNC(=O)c1ccccc1
  95 | 3 | 0 | -0.3 | 0 | -4 | -2 | 2 | -3 | -0.7
25. CCC(=O)Nc1cccc(NC(=O)CSc2nnc(-c3ccc(NS(C)(=O)=O)cc3)n2CC)c1
  102 | -2 | -2 | 0.4 | -1 | -1 | 0 | . | 30 | -0.4
26. O=C(C1=C[C@@H](c2ccc(C(F)(F)F)cc2)C[C@@H](OCCCCO)O1)N1CCCCCCC1
  107 | -3 | -7 | 0.5 | 0 | -1 | . | 3 | 14 | -0.3
27. CC(C)(C)OC(=O)N/N=C/c1cc(N=Nc2ccccc2)ccc1O
  93 | 6 | 4 | -1.8 | 16 | -1 | -2 | -2 | 7 | 0.0
28. CC(C)Oc1ccc(-c2nc(NCC3CCCO3)c3ccccc3n2)cc1 (stereo not given)
  114 | 0 | -5 | 31 | -6 | 3 | -3 | . | -3 | -1.8
29. NNC(=O)c1ccc(-c2cccc([N+](=O)[O-])c2)o1
  110 | 0 | -6 | -1.7 | -10 | 3 | -1 | 0 | 44 | -0.4
30. COc1ccc(C(=O)N/N=C(\C)CC(=O)N2CCN(C=O)CC2)cc1
  132 | 13 | -3 | -3.2 | -3 | -1 | -3 | 1 | -13 | -0.9
31. CC(=O)Nc1ccccc1NC(=O)C/C(C)=N/NC(=O)C1CCCCC1
  . | -2 | 0 | 0.0 | -1 | -2 | -1 | 4 | 11 | -1.4
32. S=c1[nH]nc(CCc2ccc(Cl)cc2)o1
  90 | -20 | -3 | 0.0 | 1 | -2 | 0 | -1 | -8 | -5.1
33. CSc1ncc(OCc2ccccc2)c(=O)[nH]1
  . | 1 | 2 | -0.3 | -4 | -2 | -2 | 10 | 29 | -0.8
34. COc1ccc(N2CCN(C(=O)CSc3ccc(C)cc3)CC2)cc1
  105 | 5 | -5 | -0.6 | -5 | -2 | -5 | 4 | 13 | 1.1
35. Cc1cc(-n2c(C)cc(C(=O)CN3C(=O)NC4(CCCCC4C)C3=O)c2C)no1 (stereo not given)
  104 | -11 | -4 | -1.4 | 1 | 1 | 4 | -3 | 1 | -0.8
36. COc1ccccc1OC(C)C(=O)Nc1nc(-c2ccc(S(=O)(=O)N3CCOCC3)cc2)cs1 (stereo not given)
  98 | 0 | 3 | 0.3 | -8 | -2 | 18 | -4 | 5 | -2.2
37. O=C(CC1CCCCC1)Nc1ncn[nH]1
  102 | 2 | 0 | -1.3 | -2 | -4 | 4 | -5 | 15 | -0.5
38. CCCCOC(=O)c1cc(Cl)c(O)c(OC)c1
  90 | -7 | -8 | -0.8 | -3 | 2 | 1 | 0 | -4 | -1.8
39. Cc1csc(SCCn2c(N3CCCC3)nc3c2c(=O)[nH]c(=O)n3C)n1
  107 | -2 | -6 | -0.3 | 3 | -1 | -5 | -4 | 4 | .
40. CC1C(=O)C(C)C(c2cccs2)NC1c1cccs1 (stereo not given)
  99 | -8 | -1 | -0.5 | -12 | -5 | -5 | 6 | 21 | 0.3
41. COC(=O)c1c(N)sc(C(=O)NCCc2ccccc2)c1C
  96 | -5 | 1 | 0.1 | -1 | 0 | . | -3 | 6 | 8.1
42. O=C(Nc1ccc2nc3n(c(=O)c2c1)CCCCC3)C(=O)N1CCN(c2ccccc2)CC1
  104 | -7 | -6 | 0.2 | 3 | 1 | . | . | 3 | -0.2
43. CCNc1nc(C)c2cc(Br)c(=O)n(CC)c2n1
  96 | -2 | -1 | 0.2 | -1 | 0 | -3 | -1 | 8 | -1.1
44. Cc1cc(C)nc(N2CCCC(C(=O)NNC(=O)c3ccncc3)C2)n1 (stereo not given)
  96 | -3 | 1 | -0.4 | 2 | -2 | 1 | -2 | 2 | -3.0
45. O=C(NCc1cccs1)c1csc2c1CCCCC2
  100 | 4 | -5 | -2.0 | -3 | 0 | -3 | -7 | -4 | -1.3

Results in Arr AP2 block and Keap1-Nrf2 PPI, for some of the entries so far:
| no. | molecule | Arr AP2 block | Keap1-Nrf2 PPI |
| --- | --- | --- | --- |
| 34 | COc1ccc(N2CCN(C(=O)CSc3ccc(C)cc3)CC2)cc1 | 13 | -5 |
| 38 | CCCCOC(=O)c1cc(Cl)c(O)c(OC)c1 | -4 | -8 |

(continued)
Every second line gives: DSG3 Ab inh | RTF Ca sens inh | Keap1-Nrf2 PPI | C-LANA FP | DAGLB inhibitor | V-ATPase pHluor | NSD2 HMT inh | CAL PDZ FP-1 | Arr AP2 block | CAL PDZ FP-2
46. COc1ccccc1NS(=O)(=O)c1cccc(C(=O)OCC(=O)NC2CC2)c1
  104 | -8 | -3 | -0.1 | 2 | 2 | -1 | -3 | -6 | -2.0
47. CN(CCC#N)S(=O)(=O)c1ccc2c(c1)c(=O)n(C)c(=O)n2C
  97 | -9 | 2 | -1.1 | 1 | 0 | 1 | 5 | -7 | -2.1
48. COc1ccc(C2C(C(=O)OCC(=O)NC(C)(C)C)CCC(=O)N2c2ccc(C)cc2)cc1OC (stereo not given)
  105 | 4 | 2 | 1.2 | 2 | 2 | -2 | -12 | -6 | -1.0
49. CCOC(=O)c1ccc(-c2ccc(C3Nc4ccccc4C(=O)N3O)o2)cc1 (stereo not given)
  102 | 3 | -8 | 0.5 | 5 | 0 | 1 | -2 | 32 | -1.9
50. O=C(C(c1ccccc1)c1ccccc1)N1CCC(c2nc(-c3ccccc3Cl)no2)CC1
  110 | -6 | 1 | -0.6 | -8 | 0 | 5 | . | 8 | -1.5
51. COc1ccc(N(CC(=O)Nc2ccc3c(c2)OCO3)S(=O)(=O)c2ccc(F)cc2)cc1
  104 | -1 | -5 | -0.5 | 1 | 1 | -1 | -1 | 12 | -0.3
52. COc1ccc(C2CCCN2C(=S)Nc2cccc(C)c2)cc1OC (stereo not given)
  100 | -4 | -1 | 0.6 | -3 | -2 | 3 | -7 | 35 | -3.0

Reprinted at random: three compounds from above, in no set order.
Every second line gives: DSG3 Ab inh | RTF Ca sens inh | Keap1-Nrf2 PPI | C-LANA FP | DAGLB inhibitor | V-ATPase pHluor | NSD2 HMT inh | CAL PDZ FP-1 | Arr AP2 block | CAL PDZ FP-2
32. S=c1[nH]nc(CCc2ccc(Cl)cc2)o1
  90 | -20 | -3 | 0.0 | 1 | -2 | 0 | -1 | -8 | -5.1
37. O=C(CC1CCCCC1)Nc1ncn[nH]1
  102 | 2 | 0 | -1.3 | -2 | -4 | 4 | -5 | 15 | -0.5
34. COc1ccc(N2CCN(C(=O)CSc3ccc(C)cc3)CC2)cc1
  105 | 5 | -5 | -0.6 | -5 | -2 | -5 | 4 | 13 | 1.1

Screening data deposited in PubChem BioAssay by several laboratories.

Only part of the results is shown, so the mix of outcomes need not match the whole.
